Source: PubChem (several laboratories)
Peg3 promoter – Peg3 promoter-driven luciferase inhibitors, primary screen, cell-based, HeLa, luciferase luminescence; inhibition, % at 20 µM; HeLa PEG-Prom luciferase reporter, overnight; actives 1.7% (n = 360,000); AID 588405, 2011;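 active = inhibition of at least 50% at 20 µM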
aDG glyco act – activators of alpha-DG glycosylation, primary screen, uHTS, Pro5-aDG cells, AlphaScreen. alpha-DG glycosylation AlphaScreen (IIH6); 0% Pro5, 100% B10-LARGE cell signal. actives 0.22% (n = 360,000). activation, % at 10 µM;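 active = activation of at least 8% versus controls, or a plate z-score of at least 8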;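 note: Pro5 are CHO cells carrying HIG-tagged alpha-DG that lacks glycosylation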
Vif imaging – HIV Vif self-association inhibitors, primary screen, imaging, HEK293T, single point; HEK293T cells, Vif self-association by quenched fluorescence, 24 h; inhibition, % at 7.49 µM; actives 0.35% (n = 340,000); in the data active = inhibition above about 50%, passing the limit was not always enough; inconclusive = no clear call, values can overlap the other calls; inactive = below about 31%; note: some results filed as inactive read as strong as hits
NR2E3 ag-1 – inhibitors of NR2E3-RetCOR corepressor binding, primary screen, NR2E3 agonist project, biochemical, TR-FRET, GST-NR2E3, biotin-RetCOR. Photoreceptor-specific nuclear receptor (Homo sapiens), Q9Y5X4. 1536-well. inhibition of corepressor binding, % at 4.78 µM. actives 0.12% (n = 320,000). AID 2300, 2010;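 active = percent inhibition above the cutoff of mean plus 3 SD of all tested compounds, set per screening campaign, cut at about 20% in these data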;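 note: 0% = DMSO wells and 100% = biotin wells as full block of FRET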
Target sequence (Q9Y5X4 whole entry, looked up): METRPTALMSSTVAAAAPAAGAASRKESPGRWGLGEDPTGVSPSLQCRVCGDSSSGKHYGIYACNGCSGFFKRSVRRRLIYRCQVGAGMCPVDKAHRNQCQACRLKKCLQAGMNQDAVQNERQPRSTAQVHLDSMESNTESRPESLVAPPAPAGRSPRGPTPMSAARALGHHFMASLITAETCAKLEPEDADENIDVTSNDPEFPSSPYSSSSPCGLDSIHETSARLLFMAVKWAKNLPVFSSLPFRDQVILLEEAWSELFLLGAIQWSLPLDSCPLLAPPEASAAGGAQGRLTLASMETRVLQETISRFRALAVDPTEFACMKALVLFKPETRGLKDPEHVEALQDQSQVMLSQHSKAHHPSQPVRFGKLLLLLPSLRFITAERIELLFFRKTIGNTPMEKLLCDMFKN
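Material: NR2E3–RetCOR corepressor complex / Incubation: Compound–protein incubation for 5 h at 4 °C / Dosing: compound at 4.8 µM, single dose / Detection: time-resolved FRET / Benchmarks: high control biotin, low control 0.6% DMSO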
Granule exo inh – LAMP-1 surface exposure blockers, TALL-104 cells – cell-based, flow cytometry, MLPCN library, primary screen; TALL-104 LAMP-1 surface exposure; cells stimulated with thapsigargin and PMA; inhibition, % at 10 µM; actives 0.66% (n = 360,000);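 active = inhibition above about 55%, limit read from the data; inconclusive = no clear call, values can overlap the other calls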
TRPM1 prom inh – inhibitors of MITF-dependent TRPM1 promoter reporter, primary screen, cell-based, SK-MEL-5, single point, luciferase; SK-MEL-5 TRPM1 promoter luciferase, 24 h; inhibition, % at 12.5 µM; actives 0.83% (n = 330,000); AID 488899, 2010;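 active = mean inhibition across replicates of 60% or more, whatever share of single replicates reaches that level; inconclusive = some that reach 60%, reason not given; inactive = mean inhibition across replicates below 60%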; note: values of inactives mirror those of a sister screen read the other way
iPSC survival up – enhancers of single-cell hiPSC survival, primary screen, ATPlite luminescence; 100% = ROCK inhibitor wells, 0% = DMSO; actives 0.044% (n = 360,000); survival enhancement, % at 20 µM; in the data active = survival enhancement above about 18%;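 note: cells exposed to compounds for 16 hours before the ATP read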
PDI inh – inhibitors of human PDI, primary screen, biochemical, turbidity, single point, plate reader; Protein disulfide-isomerase (Homo sapiens), P07237; PDI insulin aggregation turbidity, A650, 90 min; inhibition, % at 10 µM; actives 0.052% (n = 350,000); AID 588391, 2011;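 active = mean inhibition across replicates of 30% or more, whatever share of single replicates reach that level; inconclusive = mean inhibition below 30% while every single replicate reaches 30%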;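 note: absorbance from insulin aggregation driven by PDI reduction with DTT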
Target sequence (P07237 whole entry, looked up): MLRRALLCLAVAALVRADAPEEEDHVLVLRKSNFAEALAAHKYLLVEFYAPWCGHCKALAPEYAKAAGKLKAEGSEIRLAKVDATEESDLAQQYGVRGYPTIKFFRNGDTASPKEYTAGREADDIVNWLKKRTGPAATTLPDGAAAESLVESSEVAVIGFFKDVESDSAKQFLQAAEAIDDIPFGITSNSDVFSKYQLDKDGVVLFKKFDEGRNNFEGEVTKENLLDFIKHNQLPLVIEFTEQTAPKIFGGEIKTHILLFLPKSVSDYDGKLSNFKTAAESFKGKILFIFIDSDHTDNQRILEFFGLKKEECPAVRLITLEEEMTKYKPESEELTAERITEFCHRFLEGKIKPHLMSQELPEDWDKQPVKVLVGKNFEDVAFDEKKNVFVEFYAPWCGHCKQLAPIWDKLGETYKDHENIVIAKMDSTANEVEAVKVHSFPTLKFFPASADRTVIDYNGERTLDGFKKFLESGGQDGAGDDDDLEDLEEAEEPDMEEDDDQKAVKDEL
HIF-2a block – HIF-2a reporter inhibitors, primary screen, luminescence, 786-0 RCC cells; 786-0 RCC cells HIF-2a reporter, luciferase luminescence, overnight; inhibition, % at 18.8 µM; actives 0.72% (n = 360,000);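 active = inhibition of the luminescence signal of 40% or more relative to plate controls, in a single-dose primary screen at 18.75 µM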
NR2E3 ag-2 – NR2E3 agonists in two-hybrid cells, primary screen, cell-based, luminescence, CHO-S, Gal4-NCOR/VP16-NR2E3. actives 0.35% (n = 360,000). inhibition of corepressor binding, % at 3.98 µM. luciferase. AID 602229, 2012;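 active = inhibition above the mean of all tested compounds plus 3 SD, cut at about 70% in these data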;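 note: 0% = DMSO with NR2E3 transfected cells and 100% = cells lacking NR2E3 construct; higher means lower luciferase signal from less NR2E3 corepressor binding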
CaV13 FRET inh – Disruptors of the CACNA1D IQ motif to Ca2+-dependent inactivation inhibitor domain association, primary screening, Förster resonance energy transfer in intact living … | actives 0.098% (n = 340,000) | HEK cells, CFP/YFP FRET ICDI-IQ, plate reader, 10 min; percent FRET-ratio fall versus neutral wells | inhibition, % at 12.3 µM;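 active = mean replicate inhibition of at least 30% and at least 1% of replicates passing that level; inconclusive = only one of the two criteria is met; inactive = neither criterion is met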;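 note: 0% = median of the neutral control wells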
The depositor's hits bear a star; ? = inconclusive; nt = not tested or not shown; & = joins results of further samples.

SMILES | Peg3 promoter | aDG glyco act | Vif imaging | NR2E3 ag-1 | Granule exo inh | TRPM1 prom inh | iPSC survival up | PDI inh | HIF-2a block | NR2E3 ag-2 | CaV13 FRET inh
c1cnc(N2CCNCC2)nc1 | 3 | -0.1 | 11 | -1 | -3 | 4 | 2.9 | -6 | 1 | 11 | -4
Cc1ccsc1C(=O)C1CCCN(Cc2ccc(O)cc2)C1 (stereo not given) | -3 | 0.2 | 2 | -1 | -4 | 1 | -0.4 | 6 | 11 | -38 | -2
COc1ccc(CNC(=O)CCC(=O)N2C[C@H]3C[C@H](C2)c2cccc(=O)n2C3)cc1 | 9 | 0.5 | 9 | -1 | 5 | nt | -1.0 | nt | 8 | -13 | nt
Cc1ccsc1C(=O)C1CCCN(Cc2cc(C(C)C)n[nH]2)C1 (stereo not given) | 5 | -0.1 | 6 | 4 | -1 | -4 | -0.9 | 10 | 18 | -22 | -7
CN1CCN(c2ccc([N+](=O)[O-])c(N/N=C3\CN4CCC3CC4)c2)CC1 | 17 | 0.1 | -10 | 0 | 4 | -18 | -2.9 | -6 | 16 | -11 | -3
COc1ccc2ccccc2c1CNCCc1ccccc1 | -3 | 0.1 | -22 | 3 | 43 | -16 | -0.6 | 6 | 21 | -11 | -4
COc1cccc(N2C(=O)/C(=C/c3ccc(C)o3)C(=O)NC2=S)c1 | 23 | 0.1 | -4 | 2 | -7 | 29 | -0.3 | -6 | 13 | -20 | -18
FC(F)(F)c1cccc(NC2=NCCCS2)c1 | -7 | 0.1 | 4 | 0 | -3 | 1 | -0.8 | 5 | -8 | 2 | -1
O=C1CN=C(c2ccccc2)c2cc(Br)ccc2N1Cc1cc(=O)n2ccccc2n1 | 12 | 0.1 | -10 | 1 | 3 | 0 | 0.6 | 19 | 14 | -1 | -5
Cc1c(N=Cc2c(O)n(Cc3ccc(F)cc3)c(=O)[nH]c2=O)c(=O)n(-c2ccccc2)n1C | 17 | -0.2 | 5 | 3 | 1 | 8 | -0.9 | 1 | 17 | -6 | -4
COC(=O)C1=C(c2cccc(OC)c2OC)C[C@@H]2CC[C@H]1N2C(=O)NCc1ccc(C(F)(F)F)cc1 | 5 | 0.7 | -2 | -2 | 0 | 11 | -3.3 | -1 | 4 | 7 | -12
C[C@@]12N[C@@H](Cc3ccccc31)c1ccccc12 | -2&3 | -0.3&0.2 | -2&1 | 3 | -4&4 | -7&-4 | 0.8&4.5 | -3&-10 | 6&-1 | 2&3 | -4&-5
Cn1c(=O)cc(OCC(=O)N2CCC3(CC2)OCCO3)c2ccccc21 | 0 | -0.2 | 5 | -1 | -2 | 7 | -0.3 | 9 | 6 | 1 | -5
COc1ccc(-n2nc(C(=O)NCC(=O)N3CCC4(CC3)OCCO4)c3ccccc3c2=O)cc1Cl | -167 | -0.1 | -7 | -1 | 19 | -41 | -0.4 | -41 | -166 | -49 | -2
OCCNCCc1c[nH]c2ccc(OCc3ccccc3)cc12 | 2 | 0.1 | -7 | -1 | 20 | -9 | -0.5 | 3 | 12 | -37 | -3
COC(=O)C1=C(c2cccc(OCc3ccccc3)c2)C[C@@H]2CC[C@H]1N2C(=O)NCc1ccc(Br)cc1 | 27 | 0.4 | 5 | 3 | 3 | -1 | 2.2 | -3 | 12 | -1 | -6
COc1cc(OC)c(OC)cc1CNCCc1ccc2c(c1)OCO2 | 2 | 0.1 | -2 | -6 | -1 | 3 | 1.0 | 1 | 19 | -1 | -3
CC(C)c1onc(C(=O)N2CCC3(CC2)OCCO3)c1[N+](=O)[O-] | -2 | -0.2 | -2 | -3 | -1 | -2 | 0.4 | -5 | 7 | -17 | -4
CN1CCN(c2ccc(C(N)=O)cc2[N+](=O)[O-])CC1 | 2 | -0.2 | 3 | -3 | -2 | 13 | 2.6 | -7 | 16 | -5 | -4
COc1ccc(-n2c(=S)[nH]c3ccc(C)cc3c2=O)cc1 | -7 | 0.2 | 10 | nt | 0 | nt | -2.2 | 15 | -8 | -11 | -7
C[C@@H]1COc2cccc(N3CCN(C)CC3)c2S(=O)(=O)N1 | nt | 0.0 | nt | nt | -5 | nt | 0.1 | nt | -7 | -1 | -3
Nc1cc(C(=O)Nc2ccc(Cl)cc2)ccc1N1CC2CC(C1)c1cccc(=O)n1C2 (stereo not given) | 12 | 0.0 | -4 | -5 | 0 | 2 | -0.6 | 16 | 12 | -8 | 1
CCOC(=O)[C@]12Cc3cc(C)ccc3[C@H]1N(Cc1ccccc1)C(=O)c1cc(F)c(F)cc12 | nt | -0.2 | nt | nt | 2 | nt | -0.3 | nt | 15 | 14 | -9
C#CC1(O)CCC2C3CCC4=C/C(=N/OCC(=O)NCC(=O)NC(C(=O)O)C(C)C)CC[C@]4(C)C3CC[C@@]21C (stereo not given in full) | -22 | -0.1 | -12 | nt | 4 | nt | -0.1 | 8 | 14 | 12 | -5
C=C1C(O)(c2ccccc2)C2CC[N+]1(C)CC2 (stereo not given) | 2 | 0.2 | nt | 1 | -2 | -3 | -3.2 | 0 | 6 | 8 | -5
O=c1c2ccccc2nc(-c2ccccc2Cl)n1-c1ccc(O)cc1 | 8 | 0.0 | -3 | -1 | -6 | 24 | 0.1 | 3 | 16 | -10 | -3
Cc1ccc(Sc2ccc(C=C3C(=O)N(C)C(=O)N(C)C3=O)o2)cc1 | 13 | -0.2 | 0 | -4 | 74* | 22 | 0.1 | 0 | 34 | 3 | 9
Fc1cccc(F)c1-c1nc(-c2ccc(Cl)cc2)no1 | -317 | -0.1 | -14 | -4 | -2 | -62 | 0.0 | 6 | -305 | -63 | -4
CNC(=O)O/N=C(\N)Cc1csc2ccccc12 | 3 | 1.0 | -5 | -1 | -1 | 9 | 0.4 | 6 | -2 | -9 | 4
CCC(C)n1c(O)c(/C=N/N2CCOCC2)c(=O)[nH]c1=S (stereo not given) | 3 | 0.0 | -3 | 2 | -2 | 4 | 5.7 | -15 | 13 | 17 | -3

Whole records, looked up by structure. Values in the order: Peg3 promoter | aDG glyco act | Vif imaging | NR2E3 ag-1 | Granule exo inh | TRPM1 prom inh | iPSC survival up | PDI inh | HIF-2a block | NR2E3 ag-2 | CaV13 FRET inh
`C[C@@H]1COc2cccc(N3CCN(C)CC3)c2S(=O)(=O)N1` is listed with nt | 0.0 | nt | nt | -5 | nt | 0.1 | nt | -7 | -1 | -3
`COc1ccc(-n2c(=S)[nH]c3ccc(C)cc3c2=O)cc1` is listed with -7 | 0.2 | 10 | nt | 0 | nt | -2.2 | 15 | -8 | -11 | -7

(listing goes on)
SMILES | Peg3 promoter | aDG glyco act | Vif imaging | NR2E3 ag-1 | Granule exo inh | TRPM1 prom inh | iPSC survival up | PDI inh | HIF-2a block | NR2E3 ag-2 | CaV13 FRET inh
CC(C)N1C(=O)/C(=C/C=C/c2ccco2)C(=O)N(Cc2ccco2)C1=O | 32 | 0.9 | ? | -3 | 0 | 71* | 0.9 | 5 | 53* | -9 | -6
CN(CC=CCN(C)P(=S)(N1CC1)N1CC1)P(=S)(N1CC1)N1CC1 | 5 | 0.1 | 6 | nt | -3 | -7 | -1.2 | 2 | 4 | 9 | -6
CCN(CC)c1ccc(/C=C2\C(=O)NC(=S)N(C)C2=O)o1 | -210 | 1.8 | 6 | -4 | -6 | -36 | -0.3 | -3 | -242 | -115 | -27
Cc1cccc(C)c1-n1nnnc1C(C1CC1)N1CCC2(CC1)C(=O)NCN2c1ccccc1 (stereo not given) | 30 | -0.1 | 3 | nt | 9 | nt | -1.7 | nt | 5 | -5 | -8
C=C1N2CCC(CC2)C1(O)c1ccc(C)cc1 (stereo not given) | 6 | -0.2 | -2 | 0 | 12 | -2 | 3.4 | -3 | 16 | -6 | -5
C/C(Cl)=C/CC1(CN2CCCC2=O)C(=O)NC(=O)NC1=O | 10 | 2.4 | 5 | 2 | -2 | 1 | -0.6 | 0 | 18 | -5 | -7
Cc1ccccc1NC(=O)N1Cc2ccccc2-n2nncc2C1 | -6 | 0.1 | -2 | nt | 0 | nt | 3.4 | 8 | -12 | -21 | -9
COc1ccc2c(c1)C1(C(=O)O)CC=CCC1(C(=O)O)C2 (stereo not given) | -6 | 0.1 | -7 | nt | 18 | 1 | -1.2 | 3 | 12 | -8 | -5
O=C1N[C@H](Cc2ccccc2)C(=O)N2[C@@H]3[C@H](C[C@@H]12)c1ccccc1N3OOSc1ccccc1 | -12 | -0.4 | 1 | 7 | -1 | -21 | 0.5 | 11 | 9 | -35 | -3
Cc1ncc(CN2CCCC(C(=O)c3sccc3C)C2)s1 (stereo not given) | 12 | -0.1 | 0 | -4 | -2 | 14 | 4.3 | 2 | 12 | -17 | 7
Cc1oc(-c2cccs2)nc1CSCC(=O)N1CCC2(CC1)OCCO2 | 8 | 0.1 | -2 | -3 | -2 | 0 | -2.5 | 4 | 4 | -34 | -5
Cn1cc(C(=O)OCC(=O)NC2(C#N)CCCCC2)c2ccccc21 | 12 | 0.0 | 7 | nt | -7 | 7 | -0.4 | 1 | -5 | 15 | -6
O=C(Nc1cccc(Cl)c1)N1C[C@H]2C[C@@H](C1)c1cccc(=O)n1C2 | 5 | -0.2 | -4 | 0 | 5 | 0 | -1.4 | nt | 12 | -6 | nt
CCC(C)(C)c1ccc(O)cc1 | 8 | -0.2 | 1 | 4 | 3 | 8 | 6.8 | nt | 2 | 14 | nt
O=S1(=O)CC2(N3CCOCC3)CCCCC21 (stereo not given) | 11 | -0.1 | 3 | 1 | 0 | 5 | 2.1 | 5 | 24 | -14 | -7
O=P(OCC(F)(F)C(F)F)(N1CCCCC1)N1CCCCC1 | 11 | -0.2 | -7 | 2 | 5 | 11 | -2.9 | 2 | 15 | -14 | -4
Nc1ncc([N+](=O)[O-])s1 | -2 | 0.1 | -12 | 1 | 2 | 4 | -2.5 | nt | 0 | 10 | nt
O=C(CN1CC=C(c2ccccc2)CC1)NC(=O)NCc1ccccc1 | 5 | -0.2 | -4 | 4 | -2 | 20 | -0.5 | 9 | 11 | -11 | -8
COc1cc(CNCCc2c[nH]c3ccccc23)cc(OC)c1 | -7 | 0.5 | 9 | -1 | 8 | 0 | -0.6 | -2 | 21 | -37 | -18
CN1C(=O)NC(=O)C(N=Nc2ccc(Cl)cc2)C1=O (stereo not given) | -182 | -0.2 | -4 | nt | 31 | -9 | -2.6 | 7 | -243 | -23 | -17
CCOC(=O)C1CCN(/C=C2/C(=O)NC(=O)N(c3ccc(OCC)cc3)C2=O)CC1 | 3 | -0.1 | 8 | 3 | -2 | 1 | -0.7 | -9 | 13 | -27 | -7

The list is partial; count on the stated rates, not on these rows.
